PGC1a acetyl inh: PGC1a acetylation modulation, inhibitor mode; U2OS PGC1a acetylation, AlphaScreen anti-acetyl-lysine; with virally co-expressed GCN5 acetyltransferase; inhibition, % at 15.6 µM; actives 0.17% (n = 350,000); AID 651687;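 active = every replicate shows inhibition of at least 40%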;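 also: 0% = neutral control wells and 100% = positive control wells; some results beyond the cut were filed as inactive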
INS-1E GSIS act: primary screen for activators of insulin secretion dependent on glucose, INS-1E cells, GLuc reporter luminescence; INS-1E GLuc reporter insulin secretion, 2-3 h; activation, % at 16.6 µM; actives 0.61% (n = 370,000);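 active = lowest replicate activation of at least 40%, so every replicate reaches that level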;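 also: 0% = median of neutral control wells and 100% = median of IBMX positive control wells; some compounds called inactive have numbers as strong as hits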
C2C12 statin: suppressors of simvastatin-induced myotoxicity in C2C12 myotubes; ATP luminescence, 48 h; scaled: DMSO 0, geranylgeraniol control 100; rescue of ATP level, % at 7.49 µM; actives 0.78% (n = 330,000);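 active = mean ATP rescue above about 67%, or every replicate alone reaching that limit, limit read from the data, passing the limit was not always enough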;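 also: myotubes were challenged with 10 µM simvastatin during compound exposure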
PglD DTNB: PglD (C. jejuni) enzyme inhibition. purified PglD enzyme, DTNB colorimetric CoA detection. inhibition, % at 12.5 µM. actives 0.098% (n = 360,000). AID 602405; in the data active = inhibition above about 16%, passing the limit was not always enough; also: strong numbers were not always called active
LGR2 inh: Drosophila LGR2 receptor signaling inhibition; actives 0.35% (n = 380,000); HEK293 LGR2, CRE-luciferase, bursicon-stimulated, 4 h; inhibition, % at 9.99 µM;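 active = drop in luminescence signal, shown as inhibition above about 50% in the replicate tests, limit read from the data, passing the limit was not always enough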;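 also: agonist challenge used bursicon conditioned medium at about half maximal strength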
Cneo AK release: Cryptococcus neoformans lysis via adenylate kinase release; C. neoformans lysis, adenylate kinase release luminescence, 4 h; normalised: neutral wells 0, clomiphene wells 100; lysis activity, % at 15 µM; actives 0.2% (n = 360,000);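 active = mean lysis activity across replicates of at least 80%, whatever share of replicates individually reach that level; inactive = mean lysis activity below 80%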
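read-out = cell lysis signal | test system = log-phase Cryptococcus neoformans yeast cells | input = cells at 5 × 10^6 per mL | medium = fresh YPD growth medium | signal = luminescent adenylate kinase detection reagent | timing = 4 h at 37 °C static, read 1 h later | dosing = single dose | controls = Clomiphene as positive lysis control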
ARNT TACC3 PPI: disruptors of human ARNT/TACC3 interaction | AlphaScreen His-ARNT PAS-B/GST-TACC3 binding, luminescence; TACC3 fragment carries E629A point mutation | inhibition, % at 9.99 µM | actives 0.66% (n = 390,000) | AID 623870;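 active = mean inhibition of replicates at least 50% and at least half of replicates each reaching 50%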;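 also: 0% = complete ARNT plus TACC3 wells and 100% = ARNT alone without TACC3; many hits fall short of the cut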
PAX8 inh HTS: inhibitors of PAX8 transcriptional activity in RMG-I cells | RMG-I TPO-luciferase reporter, SteadyGlo, 24 h | inhibition, % at 12.6 µM | actives 1.2% (n = 360,000) | AID 652154;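 active = mean replicate inhibition at least 60% with every replicate also reaching 60%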;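 also: luciferase light reporting Pax8 driven TPO promoter activity; plate controls were median of neutral control wells for no effect and mitoxantrone controls for full effect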
An asterisk follows results filed as active; nt = no result given.

Screens in order: PGC1a acetyl inh	INS-1E GSIS act	C2C12 statin	PglD DTNB	LGR2 inh	Cneo AK release	ARNT TACC3 PPI	PAX8 inh HTS
CCOc1cc(/C=N/Nc2cc(C)nc3ccc(C)cc23)ccc1O
 : 3.3	22.5	-56.1	2.9	-21.4	-1.6	4.1	-55.1
COc1ccc(CN(CC(=O)NCc2ccccc2)C(=O)c2csnn2)cc1
 : -8.8	2.5	nt	nt	-12.9	nt	nt	-17.2
C[C@H](CO)N1C[C@H](C)[C@@H](CN(C)C(=O)C2CCC2)Oc2cc(C#CC(C)(C)O)ccc2S1(=O)=O
 : 1.7	-0.6	1.9	-2.9	10.1	3.0	-0.7	nt
Cc1ccc(C2(C)NC(=O)N(CC(=O)c3ccc4c(c3)OCCO4)C2=O)cc1 (stereo not drawn)
 : 3.8	17.3	7.0	3.4	-6.9	0.4	3.5	3.7
CC(=O)c1cccc(NC(=O)N2CCN(S(C)(=O)=O)CC2)c1
 : 6.5	-1.5	nt	nt	-3.2	nt	1.3	nt
CCOC(=O)C1CCCN(c2c(C(=O)c3ccccc3)cnc3ccc(OC)cc23)C1 (stereo not drawn)
 : nt	4.5	2.0	0.3	-5.1	3.4	-1.0	13.5
O=[N+]([O-])c1c(Nc2ccccc2O)ccc2nonc12
 : -3.4	-7.2	4.8	0.0	-5.2	-1.6	1.7	21.1
CCCN(CCC)CCCNC(=O)CCNS(=O)(=O)c1ccc(Br)cc1
 : -6.9	-2.9	4.5	nt	-6.8	nt	-23.9	30.1
CC(C)(C)OC(=O)N1CCC(NC(=O)c2[nH]cnc2C(=O)Nc2ccc(Cl)cc2)CC1
 : 3.9	nt	-13.6	-5.5	-4.8	-1.7	nt	-11.1
Cc1ccc(S(=O)(=O)N[C@H]2CC[C@@H](CCNC(=O)c3ccc4c(c3)OCO4)O[C@@H]2CO)cc1
 : -1.6	-6.5	4.6	1.7	-15.8	6.4	-3.5	3.5
NC(=O)CSCc1ccc(Br)cc1
 : 6.6	0.0	-1.5	-6.7	-12.0	1.2	19.4	nt
CC(=O)c1c(C)nc2ccc([N+](=O)[O-])cc2c1-c1ccccc1
 : 12.2	31.1	-15.6	0.8	-8.8	4.3	-1.1	-3.9
C/C(CCc1ccc2c(c1)OCO2)=N\NC(=O)c1ccc(C)cc1C
 : nt	0.3	nt	nt	4.6	nt	17.7	-65.9
Cc1ccc(C(=O)NN2C(=O)C3C4C=CC(C5CC45)C3C2=O)cc1 (stereo not drawn)
 : -2.1	5.1	nt	nt	-7.9	nt	-6.4	-3.0
COc1ccccc1NC(=O)C[n+]1ccccc1
 : 4.9	-11.0	nt	nt	-7.6	nt	-3.4	-2.5
CC(=O)N(C)C[C@H]1Oc2cc(C#Cc3cccc(F)c3)ccc2S(=O)(=O)N([C@@H](C)CO)C[C@H]1C
 : -20.7	-15.2	1.6	-1.0	7.3	-0.9	1.3	nt
CC(=O)C1=C(O)C(=O)N(c2ccc(S(N)(=O)=O)cc2)C1c1cccc([N+](=O)[O-])c1 (stereo not drawn)
 : 7.4	6.5	3.6	-4.0	6.2	4.0	-0.6	-5.0
COc1ccccc1CC(=O)NCc1csc(-c2cccs2)n1
 : -17.3	-18.1	nt	0.5	-22.0	0.5	nt	-89.7
O=C(Nc1c2c(nn1-c1cccc(Cl)c1)CS(=O)(=O)C2)C1CC1
 : nt	28.6	-3.5	-4.5	-9.7	-0.8	5.9	-10.6
O=C(NCC[C@H]1CC[C@H](NC(=O)C2CCOCC2)[C@@H](CO)O1)Nc1ccc(Cl)cc1
 : -6.5	-6.6	2.5	5.5	-8.0	0.6	nt	4.5
O=c1c(C(c2ccc(Cl)cc2)c2c(O)nc3n(c2=O)CCS3)c(O)nc2n1CCS2
 : nt	-6.2	-8.4	nt	0.0	nt	2.1	13.1
Cc1cc(Cl)ccc1OCC(=O)NC(=S)Nc1ccc(Cl)cn1
 : 3.1	24.3	-2.4	0.2	10.8	1.4	-3.9	nt
CC(=O)Nc1ccc(/C=N/NC(=O)c2cc3ccccc3nc2C)cc1
 : -11.2	-1.9	9.2	1.1	6.1	0.4	-0.3	9.9
O=S(=O)(c1cccs1)N1CN(C2CCCCC2)c2nc3ccccc3nc21
 : -12.8	80.3*	-3.1	-1.4	-13.6	-2.6	4.3	5.7
O=C(NNC(=O)c1ccccc1Cl)c1cc2cc(OC(F)(F)F)ccc2[nH]1
 : nt	-5.6	-11.4	nt	4.2	nt	-0.8	-11.9
Cc1ccc(S(=O)(=O)/N=C(/Nc2c(C)n(C)n(-c3ccccc3)c2=O)c2ccc(Cl)cc2)cc1
 : -11.6	nt	nt	1.9	nt	3.2	-3.2	nt
Cc1ccc(C)c(N2CCN(C(=O)CCc3nc(-c4ccccc4C)no3)CC2)c1
 : -2.3	-5.0	9.7	3.5	-34.9	0.0	-3.5	-22.6
Cc1ccc(C)c(S(=O)(=O)N2CCN(C(C(=O)Nc3ccc(F)cc3)c3ccccc3)CC2)c1 (stereo not drawn)
 : nt	10.7	nt	nt	9.5	nt	-9.7	20.5
CC(=O)Nc1ccc(OCC[n+]2cccc(C(N)=O)c2)cc1
 : -0.5	2.7	nt	1.7	20.1	5.5	nt	-9.3
OC[C@@H]1CCCN1Cc1nc(-c2cccs2)no1
 : nt	4.0	nt	nt	-1.3	nt	3.9	-10.8

Structures above containing an NH in an aromatic ring, in the order listed:
Screens in order: PGC1a acetyl inh	INS-1E GSIS act	C2C12 statin	PglD DTNB	LGR2 inh	Cneo AK release	ARNT TACC3 PPI	PAX8 inh HTS
CC(C)(C)OC(=O)N1CCC(NC(=O)c2[nH]cnc2C(=O)Nc2ccc(Cl)cc2)CC1
 : 3.9	nt	-13.6	-5.5	-4.8	-1.7	nt	-11.1
O=C(NNC(=O)c1ccccc1Cl)c1cc2cc(OC(F)(F)F)ccc2[nH]1
 : nt	-5.6	-11.4	nt	4.2	nt	-0.8	-11.9

More compounds:
Screens in order: PGC1a acetyl inh	INS-1E GSIS act	C2C12 statin	PglD DTNB	LGR2 inh	Cneo AK release	ARNT TACC3 PPI	PAX8 inh HTS
O=C(Nc1cccc2ccccc12)NC1CCCCC1
 : 7.9	16.3	11.3	1.3	-6.3	-3.3	-2.1	1.2
CCCN=C1N(C)C[C@@H]2[C@@H]3C(=O)N(Cc4ccccc4)C(=O)[C@@H]3[C@](CC)(C(=O)OC)N12
 : nt	7.6	3.6	-1.6	-13.8	-3.3	-11.8	-11.3
COc1ccc(C)cc1Nc1nc(C)nc2c1oc1ccccc12
 : -17.5	-3.0	-4.1	6.8	5.5	5.0	-19.3	-1.2
CN(C)c1nc2ncn(Cc3ccccc3)c2c(=O)[nH]1
 : -4.6	31.1	nt	nt	0.3	nt	0.1	-6.5
O=C(c1ccc(N2CCCS2(=O)=O)cc1)N1CCN(c2ccc(F)cc2)CC1
 : 6.3	6.5	-16.2	4.4	8.3	3.7	-1.4	-9.9
C[C@@H]1CN([C@@H](C)CO)C(=O)Cc2cc(NC(=O)Nc3ccc(C(F)(F)F)cc3)ccc2O[C@@H]1CN(C)C(=O)Nc1cccc2ccccc12
 : -11.5	2.9	52.3	4.3	5.1	-3.4	-1.8	42.6
C=CCOc1c(Br)cc(/C=C2/C(=O)ON=C2C)cc1OC
 : 3.7	1.7	-0.3	6.2	8.8	-0.4	5.4	24.6
CO[C@H]1CN(C)C(=O)c2ccc(NC(=O)C3CCCCC3)cc2OC[C@@H](C)N(Cc2nccs2)C[C@@H]1C
 : nt	-11.4	-0.2	-0.4	3.1	-3.4	0.2	0.1
O=C(c1cccc(OC2CCN(Cc3ccc(F)cc3Cl)CC2)c1)N1CCCC1
 : -5.3	-7.0	-4.1	1.9	-12.2	-3.1	2.8	23.5
CCCCCc1nnc(NC(=O)Cn2cnc3ccccc3c2=O)s1
 : 7.4	-20.0	nt	nt	12.0	nt	-2.2	14.1
COC(=O)c1c(NS(=O)(=O)c2ccc(C)cc2)sc2c1CCC(C)C2 (stereo not drawn)
 : 7.8	nt	21.0	-0.4	nt	-1.4	-9.5	-23.7
O=S1(=O)C[C@H]2NC(=S)N(c3ccccc3)[C@H]2C1
 : nt	3.8	nt	nt	7.1	nt	-0.6	7.6
COCCNC(=O)c1onc(CSc2ccncc2)c1C(=O)NCCOC
 : 2.3	16.3	3.1	-0.8	21.5	-1.7	-19.5	-0.7
C[C@H]1CN([C@@H](C)CO)C(=O)Cc2cc(NC(=O)CCCN(C)C)ccc2O[C@@H]1CN(C)Cc1ccc(Oc2ccccc2)cc1
 : 1.9	7.6	2.0	0.5	nt	69.8	6.3	6.5
Cc1ccc(NC(=S)N2CCN(c3ccccn3)CC2)c(C)c1
 : -8.2	-4.6	nt	nt	11.4	nt	-0.1	25.5
O=C(OCc1ccccc1)N1C=CCC[C@@H]1c1c(Cl)cccc1Br
 : -39.4	-9.5	4.8	-0.7	16.6	-0.8	nt	5.0
COc1cccc(CC2CC(=O)N(CCc3ccc4c(c3)OCO4)C2=O)c1 (stereo not drawn)
 : 5.2	-18.1	11.5	0.9	3.1	-3.5	-2.6	nt
COc1ccc(C(=O)NCCN=C2NS(=O)(=O)c3ccccc32)cc1
 : -2.7	-6.0	-4.2	-0.3	-1.1	1.4	0.1	-12.7
O=[N+]([O-])c1ccc(/C=N/Nc2ccnc3cc(Cl)ccc23)o1
 : -11.3	-10.3	38.2	2.3	-37.2	3.7	nt	9.0
Cc1ccc(NC(=O)CN2C(=O)C3CC=C(Cl)CC3C2=O)cc1 (stereo not drawn)
 : nt	13.4	-20.7	1.0	7.3	3.5	-4.5	14.9
Cc1ccc(NC(=O)CCNS(=O)(=O)c2ccc3[nH]c(=O)oc3c2)c(Cl)c1
 : -4.1	0.7	1.7	2.9	-18.9	0.5	-28.5	-5.2
NC(=O)COC(=O)CNC(=O)c1ccc(Cl)cc1
 : 3.7	nt	-4.7	-2.1	nt	2.9	-4.6	nt
CN1CCCC(CC2c3ccccc3Sc3ccccc32)C1 (stereo not drawn)
 : -4.3	nt	-19.6	-2.4	nt	2.0	4.3	-7.2
CC(C)NC(=O)Nc1ccc2c(c1)C(=O)N([C@@H](C)CO)C[C@@H](C)[C@@H](CN(C)S(=O)(=O)c1ccc(Cl)cc1)O2
 : 11.0	-5.1	-6.3	6.9	17.8	-2.0	-2.7	1.0
Cc1[nH]nc(-c2ccc(OCc3cnn(-c4ccccc4)c3)cc2O)c1Oc1ccccc1F
 : 8.3	nt	13.4	-0.9	nt	-0.3	-4.7	nt
O=C(CCOc1ccccc1)NCc1ccccc1
 : -1.6	nt	-1.1	-1.6	nt	3.3	-0.9	-18.5
C[C@H]1CN([C@@H](C)CO)C(=O)c2ccccc2-c2ccccc2CO[C@H]1CN(C)Cc1cccc2c1OCCCO2
 : 4.4	13.4	nt	-0.9	-4.8	-1.9	-8.5	-2.6
COc1cc(C(=O)NC2CC(C)(C)CC(C)(C)C2)ccc1OC1CCN(C(C)=O)CC1
 : 4.5	-13.0	-7.6	-1.2	7.4	-1.5	-1.1	14.5
COCCNC(=O)C[C@H]1CC[C@@H]2[C@H](COc3ccc(NC(=O)Nc4ccccc4)cc3C(=O)N2C)O1
 : -14.3	-4.4	-19.4	-1.4	-9.7	-2.4	7.1	5.2

Single records, from the list above. Values in the order: PGC1a acetyl inh	INS-1E GSIS act	C2C12 statin	PglD DTNB	LGR2 inh	Cneo AK release	ARNT TACC3 PPI	PAX8 inh HTS
Results for Cc1ccc(NC(=O)CN2C(=O)C3CC=C(Cl)CC3C2=O)cc1 (stereo not drawn) = nt	13.4	-20.7	1.0	7.3	3.5	-4.5	14.9
Results for COc1cccc(CC2CC(=O)N(CCc3ccc4c(c3)OCO4)C2=O)c1 (stereo not drawn) = 5.2	-18.1	11.5	0.9	3.1	-3.5	-2.6	nt

Screens from PubChem.
